Screening results: PubChem BioAssay, several laboratories
Pemphigus Ab inh: human desmoglein-3 autoantibody binding inhibition | P32926 | DSG3-coupled beads, scFv-anti-DSG3-GFP binding, flow cytometry; stronger effect = lower value | binding (percent of control), % at 10 µM | 0.48% of 310,000 active | AID 588358;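 active means binding more than 3 SD below its plate's average and above zero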;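 further: hits lower antibody fragment binding to DSG3; some compounds called inactive have numbers as strong as hits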
HTR5A ag: activates human HTR5A in OPRM1-OPRD1 agonist counter-screen. HTR5A agonist assay, luminescence, cell-based. P47898. activation, % at 9.3 µM. 0.61% of 340,000 active; in the data active means activation mostly above about 9.5%, no sharp cut-off; inactive means mostly below about 7.6%;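 further: 0% = cells with vehicle only and 100% = reference agonist; strong numbers were not always called active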
Target sequence (P47898 whole entry, looked up): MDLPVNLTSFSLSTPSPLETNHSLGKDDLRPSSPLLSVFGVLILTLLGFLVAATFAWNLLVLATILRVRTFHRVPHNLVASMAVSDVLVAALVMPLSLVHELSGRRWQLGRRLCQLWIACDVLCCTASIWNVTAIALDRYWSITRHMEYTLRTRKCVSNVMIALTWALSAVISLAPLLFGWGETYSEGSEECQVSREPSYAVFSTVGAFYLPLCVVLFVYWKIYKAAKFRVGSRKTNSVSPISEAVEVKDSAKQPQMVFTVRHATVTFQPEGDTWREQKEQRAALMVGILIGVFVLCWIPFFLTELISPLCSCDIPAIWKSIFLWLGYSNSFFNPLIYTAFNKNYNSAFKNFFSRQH
PKA-R1A act: activators of PKA-R1A complex; P00514+P68181; PKA-R1A dissociation, Cy5-IP20 fluorescence polarization; scaled: DMSO 0%, 113 µM cGMP 100%; activation, % at 11.4 µM; 0.083% of 340,000 active;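 active means percent activation above the mean of all tested compounds plus 3 SD, cut at about 19% in these data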;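 further: higher means more PKAc released from R1A so a rise in polarization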
Ecoli viability: reduces bacterial viability in AddAB counter-screen; E. coli V3065 growth, OD600 absorbance, 18 h; inhibition, % at 11.9 µM; 0.27% of 330,000 active; AID 449728;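 active means inhibition above the campaign's mean inhibition across all tested compounds plus 3 SD, cut at about 9.9% in these data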;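 further: uninfected addAB+ strain grown without phage in ampicillin broth; 0% = DMSO wells and 100% = ciprofloxacin 0.95 µg/ml wells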
AddAB inh: less growth of phage-infected E. coli with AddAB. E. coli expressing H. pylori AddAB, absorbance growth. inhibition, % at 11.9 µM. 0.29% of 330,000 active. AID 435030; in the data active means inhibition above about 12%;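 further: 0% = vehicle wells of infected cells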
PfHsp90 set2: reduces growth (ATP signal) of yeast expressing P. falciparum Hsp90; S. cerevisiae expressing PfHsp90, BacTiter-Glo ATP, 48 h; yeast lacking PDR1 and PDR3 efflux regulators; inhibition, % at 9.4 µM; 0.32% of 310,000 active;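 active means every replicate shows inhibition above about 80%, whatever the replicate mean, limit read from the data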;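 further: 0% = DMSO neutral controls and 100% = 20 µM radicicol positive controls; yeast relying on Plasmodium falciparum Hsp90 in place of its own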
OPRM1-OPRD1 inv: mu-delta opioid heterodimer inverse agonism. 0.21% of 340,000 active. inhibition, % at 9.3 µM. AID 504357. P35372+P41143. cell-based MOR-DOR heterodimer luminescence; in the data active means inhibition above about 22%, passing the limit was not always enough;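 further: 0% = cells with DMSO and 100% = wells without cells with DMSO; values of inactives mirror those of a sister screen read the other way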
MOR-DOR ag: OPRM1-OPRD1 heterodimerization agonism; activation, % at 9.3 µM; 0.3% of 340,000 active; P35372+P41143; cells, luminescence; AID 504326; in the data active means activation above about 18%;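 further: 0% = vehicle-treated cells and 100% = reference agonist; values of inactives mirror those of a sister screen read the other way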
phage Ecoli inh: E. coli growth loss with phage present | growth absorbance | inhibition, % at 11.9 µM | 0.26% of 360,000 active; in the data active means inhibition above about 11%
Mot1-301 SUMO: blocks SUMOylation pathway, rescuing yeast Mot1-301 growth. S. cerevisiae Mot1-301 growth rescue, ATP luminescence, 38.5C; percent above DMSO median, 100 means doubled. growth rescue, % at 18.8 µM. 1% of 320,000 active. AID 2716;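 active means every valid replicate shows activation above 250% relative to neutral control wells; inactive means the rest, any valid replicate at or below 250%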;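 further: OY570 slx delta 5 strain wells were the positive control but not used for scaling; some compounds called inactive have numbers as strong as hits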
HTR5A inv ctr: HTR5A inverse agonism, opioid heterodimer counter-screen; P47898; HTR5A cell line, luminescence; inhibition, % at 9.3 µM; 0.083% of 340,000 active; in the data active means inhibition mostly above about 23%, no sharp cut-off; inactive means mostly below about 18%;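 further: 0% = cells with DMSO and 100% = no-cell wells with DMSO; some compounds called inactive have numbers as strong as hits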
The depositor's hits bear a star; / = no result given. Random draw from the library, and some 3.2% of all compounds hit somewhere here.

SMILES	Pemphigus Ab inh	HTR5A ag	PKA-R1A act	Ecoli viability	AddAB inh	PfHsp90 set2	OPRM1-OPRD1 inv	MOR-DOR ag	phage Ecoli inh	Mot1-301 SUMO	HTR5A inv ctr
Cc1cc(-c2n[nH]c(=S)n2-c2ccccc2)nn1C	90	-1	-9	-1.6	1.1	-34	-7	1.1	2.3	-1	14
Cc1ccc(Nc2ccc([N+](=O)[O-])nc2[N+](=O)[O-])cc1	104	14	-3	-1.4	0.4	1	-40	6.3	2.4	60	-36
Cc1cc(C)cc(N(CCC#N)C(=O)COC(=O)Cn2[nH]c(=O)c3ccccc3c2=O)c1	116	0	-8	-0.4	2.1	5	8	-1.6	2.3	-12	2
CC1CCC(NC(=O)CCS(=O)(=O)c2ccc3c(c2)CCN3C(=O)C2CC2)CC1 (configuration not stated)	102	10*	-3	2.7	0.9	-14	13	-2.6	3.5	-12	-17
CCOC(=O)N1CCC(NC(=O)CS(=O)(=O)Cc2nc(-c3ccc(OC)cc3)oc2C)CC1	101	2	3	-0.4	2.0	32	9	-1.6	1.8	-19	-20
CC(=O)c1cc2c(cc1NC(=O)CN1CCCCC1C)OCO2 (configuration not stated)	/	2	-10	0.3	1.1	-24	-4	0.8	-2.2	4	10
Cc1c(NC(=O)c2ccc3ncccc3c2)c(=O)n(-c2ccccc2)n1C	100	1	-7	-1.1	1.3	15	-6	1.0	2.6	-13	8
O=C(OCCN1C(=O)c2cccc3c(N4CCOCC4)ccc(c23)C1=O)c1ccc(Cl)cc1Cl	124	4	-11	-1.0	1.1	-6	13	-2.5	1.8	-6	-12
O=C(NCCCn1ccnc1)c1ccc(F)cc1	93	0	-11	0.8	2.4	-12	6	-1.2	1.3	-3	1
O=C1C(Cl)=C(N2CCCCC2)C(=O)C(Cl)=C1c1cnc(N2CCCCC2)s1	84	-3	-6	/	/	15	-16	3.3	/	/	8
O=C(CSCc1ccc(Cl)cc1)Nc1cc([N+](=O)[O-])ccc1O	104	0	5	5.9	7.0	-25	15	-2.8	6.8	-4	0
CCCCN1C(=O)C(O)=C(C(C)=O)C1c1ccccc1 (configuration not stated)	110	-2	5	-1.3	2.5	-25	13	-3.2	/	637	5
CN1C(=O)CSc2ccc(NC(=O)N3CCOCC3)cc21	102	0	-5	-0.7	-0.3	-3	5	-0.8	0.6	3	-34
Nc1ccc(C(=O)c2cccs2)cc1	97	-6	-5	-1.6	2.0	10	14	-2.4	1.0	149	16
Cc1ccc2nc(SC(C(=O)c3ccccc3)c3ccccc3)nc(C)c2c1 (configuration not stated)	111	1	5	-2.6	2.9	/	17	-3.3	2.5	0	-2
C[C@H](CO)N1C[C@H](C)[C@@H](CN(C)C(=O)NC2CCCCC2)Oc2c(NC(=O)Nc3ccc(C(F)(F)F)cc3)cccc2C1=O	101	-2	-3	1.8	5.8	8	5	-0.8	8.9	59	8
COc1ccc(S(=O)(=O)Nc2ccccc2C(=O)N2CCOCC2)cc1C	114	7	10	4.7	4.8	-3	5	-1.0	0.5	0	-19
C[C@H](CO)N1C[C@H](C)[C@@H](CN(C)CC2CC2)Oc2c(NC(=O)C3CC3)cccc2C1=O	101	-7	3	/	/	7	15	-2.8	2.5	/	18
CCN(CC)C(=O)CSC1=Nc2ccccc2C2=NC(Cc3c[nH]c4ccccc34)C(=O)N12 (configuration not stated)	/	3	0	1.5	2.8	/	16	-2.7	0.8	3	-8
CC1CCCCC1NC(=O)CN1C(=O)NC(Cc2ccccc2)(Cc2ccccc2)C1=O (configuration not stated)	99	1	11	-2.7	1.1	/	-8	1.4	1.2	/	-15
Cc1ccc(N(CC(=O)NCC(O)c2ccccc2)S(=O)(=O)c2ccc(C)cc2)cc1 (configuration not stated)	95	-5	-12	1.8	4.5	-47	-4	0.7	0.6	-7	10
CCn1c2ccccc2c2nn(C)c(=N)nc21	106	-4	-7	-1.2	0.8	-2	10	-1.9	2.2	5	-11
CCCCCCNC(=O)CNC(=S)N(Cc1cccs1)C1CCCCC1	103	0	-8	0.2	2.2	-14	-42	8.9	1.0	1	-1
CCCOC(=O)NC1CCS(=O)(=O)C1 (configuration not stated)	/	2	5	0.0	2.0	/	-3	0.5	1.5	-6	-5
Cc1ccc(C(C)C)cc1S(=O)(=O)NCc1cccnc1	121	5	3	2.3	3.4	-2	10	-1.6	1.1	-9	-30
Following part
SMILES	Pemphigus Ab inh	HTR5A ag	PKA-R1A act	Ecoli viability	AddAB inh	PfHsp90 set2	OPRM1-OPRD1 inv	MOR-DOR ag	phage Ecoli inh	Mot1-301 SUMO	HTR5A inv ctr
CC(C)c1nc2oc3c(N(C)CCO)ncnc3c2c2c1CCC2	109	7	3	1.6	1.5	34	13	-2.5	-1.0	-7	-14
CC(=O)NCCn1c(SCC(=O)NCc2ccco2)nc2ccccc2c1=O	101	0	-8	0.0	-0.3	9	-1	0.2	1.7	-7	1
Cc1ccc([C@@H]2CC=C(C(=O)O)[C@H](c3ccc(C(C)(C)C)cc3)N2S(=O)(=O)c2ccc(C)cc2)cc1	111	3	-1	-2.5	0.8	-66	-12	2.6	1.5	/	-10
COc1cccc(CN(C)CC(=O)NC(=O)NCc2ccco2)c1	/	-4	1	-2.4	-1.9	/	7	-1.1	3.6	-5	11
O=c1nc2scc(-c3ccccc3)n2c2ccccc12	99	3	-10	1.1	3.1	-16	6	-1.1	2.8	-6	-2
CCOc1ccc(N/C=C/C(=O)c2ccc3ccccc3c2)c([N+](=O)[O-])c1	106	3	-5	-1.7	1.4	-13	2	-0.4	/	14	-7
O=[N+]([O-])c1cccc(Oc2ncccc2[N+](=O)[O-])c1	119	-2	-4	/	/	6	6	-1.2	3.5	/	7
COc1ccc(OCC(=O)N2CCN(C(=O)COc3ccccc3)CC2)cc1	103	-1	-7	-0.6	2.9	9	7	-1.2	3.0	-7	-22
O=C(CCNC(=O)c1ccc(Cl)cc1)Nc1ccccc1N1CCCC1	124	-2	-6	-2.0	-0.6	-13	7	-1.3	0.8	-2	6
CC1CCN(Cc2c(C(=O)N3CCc4ccccc4C3)nc3ccc(Cl)cn23)CC1	105	-2	4	1.0	4.6	7	-1	0.3	-0.2	-29	5
CC(C)NC(=O)c1ccc(CNC(=O)OCC(F)(F)F)cc1	95	6	-5	1.1	1.4	-12	10	-1.7	1.7	-6	-11
O=C(N=C1SC2CS(=O)(=O)CC2N1c1ccc(OC(F)(F)F)cc1)C1CC1 (configuration not stated)	90	1	-2	0.6	-0.6	10	-3	0.6	0.9	4	10
Cc1cccc(C2Nc3ccccc3C(=O)N2CCc2ccccc2)n1 (configuration not stated)	97	-9	-6	-4.3	-0.4	11	-25	4.1	1.9	19	20
CC1CCCCN1C(=O)c1cccc(NC2=C(Cl)C(=O)N(Cc3ccccc3)C2=O)c1 (configuration not stated)	95	3	-13	1.4	1.7	/	-12	3.0	/	21	-6
CC(=O)c1ccc(NC(=O)C(C)Sc2nnc(-c3ccncc3)n2C2CC2)cc1 (configuration not stated)	128	1	-6	2.2	-0.1	1	15	-2.9	1.6	-3	-5
CSCC(=O)NS(=O)(=O)c1ccc(C)cc1	99	0	5	-1.5	1.0	8	1	-0.2	1.0	10	-7
CCOc1cc(C=C2C(=O)c3ccccc3C2=O)ccc1OCC(=O)Nc1ccc(C)cc1	100	-10	3	0.3	2.3	4	18	-3.0	4.2	-20	26
COc1ccc(-c2noc(COc3ccc(Cl)c(C)c3)n2)cc1	67*	1	-11	-1.3	0.7	0	-14	2.4	0.7	6	-3
Cc1ccnc2nc(C(=O)OCC(=O)c3c[nH]c4ccccc34)nn12	102	-1	0	0.4	-0.3	-12	14	-2.6	1.8	4	4
COc1ccc(N2CCN(CC(O)COc3cc(C)cc(C)c3)CC2)cc1 (configuration not stated)	100	1	-4	0.3	0.8	2	14	-3.1	3.3	13	-4
CC1CCCC(C)N1C(=O)CSc1nnc(-c2c[nH]c3ccccc23)o1 (configuration not stated)	102	-3	-1	0.6	-0.8	-35	-7	1.2	-1.0	15	6
Cc1ccc(-c2cc(C(F)(F)F)n3ncc(C(=O)N4CCCCC4c4cccnc4)c3n2)cc1 (configuration not stated)	99	3	-5	-0.6	1.1	20	10	-2.1	2.4	-2	-7
COC(=O)c1c(NC(=O)CN2C(=O)NC3(CCC(C(C)(C)C)CC3)C2=O)sc2c1CCCCC2 (configuration not stated)	83	1	-2	0.8	3.9	-10	11	-2.3	3.0	-6	8
CCOC(=O)c1cc2n(c1N)-c1ccccc1C2=O	93	3	-13	2.4	3.0	10	-10	2.0	1.4	-16	-29
CN(CC(=O)Nc1ccccc1Cl)C(=O)c1cccc(S(=O)(=O)N2CCN(Cc3ccccc3)CC2)c1	104	8	4	1.7	0.2	22	-31	4.9	2.6	2	-17
Later entries.
SMILES	Pemphigus Ab inh	HTR5A ag	PKA-R1A act	Ecoli viability	AddAB inh	PfHsp90 set2	OPRM1-OPRD1 inv	MOR-DOR ag	phage Ecoli inh	Mot1-301 SUMO	HTR5A inv ctr
O=C(OCCOc1cccc(Cl)c1)c1ccc(F)c(S(=O)(=O)N2CCOCC2)c1	102	-2	-7	-0.2	1.9	0	6	-1.2	1.7	3	7
O=C(Nc1ccnn1C1CCN(Cc2ccccc2)CC1)C1CCOC1 (configuration not stated)	100	1	-3	-1.1	0.8	5	9	-1.3	1.6	-12	1
Cc1ccc(S(=O)(=O)N[C@@H](CC(C)C)C(=O)N2CCC(C(=O)N[C@H](C(=O)O)C(C)C)CC2)cc1	101	7	-12	-1.5	3.0	3	11	-2.2	0.8	-2	6
CCCNC(=O)C1(CC2CC(c3ccccc3)=NO2)CCN(C(=O)OC(C)(C)C)CC1 (configuration not stated)	100	-1	3	2.9	3.6	9	11	-2.1	2.4	217	1
CCOC(=O)C1=C(N)OC2=C(C(=O)CC(C)(C)C2)C1c1ccc(CC)s1 (configuration not stated)	107	0	2	-0.1	0.0	-2	5	-0.9	3.1	83	-4
CCOc1ccccc1C(=O)Nc1cccc2cccnc12	120	-1	-6	0.6	2.2	-5	15	-3.0	4.9	140	5
CCCOc1cccc(C(=O)NC(=S)Nc2ccccc2)c1	92	2	-2	-2.6	-1.3	1	-7	1.2	3.1	-3	5
COc1ccc(CN(C(=O)c2snc(C(N)=O)c2N)C(C(=O)NC2CCCC2)c2ccco2)cc1 (configuration not stated)	118	5	-8	-1.3	3.9	10	1	-0.2	1.2	-16	-14
